LEDGF integ inh – blocks HIV-1 LEDGF/p75-dependent DNA integration. AID 743269. inhibition, % at 3.7 µM. 370,000 tested, 0.64% active. TR-FRET IN-LEDGF/p75 DNA integration, Eu/Cy5;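 active = inhibition above the screen-wide mean plus 3 SD, cut at about 13% in these data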;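 also: signal is the Cy5 over europium emission ratio at 671 and 618 nm; 0% = plate median of compound wells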
PLCg1 inh – PLC-gamma1 (human) inhibition, primary screen; purified PLC-gamma1, fluorogenic substrate, fluorescence; P19174; 370,000 tested, 0.84% active; AID 720700; inhibition, % at 12.2 µM; in the data active = inhibition above about 9.5%
KLK7 zymogen act – proKLK7 (human) activation, primary screen; P49862; purified proKLK7, EDANS-DABCYL substrate fluorescence; 100% is mature enzyme control, 0% vehicle; activation, % at 7 µM; 370,000 tested, 0.9% active; AID 652039;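 active = activation above the mean of all tested compounds plus 3 SD, computed per campaign excluding outliers beyond control limits, cut at about 13% in these data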
Tn7 DDE FP – DD(E)-Tn7 binding inhibition, primary FP screen. P02675. 370,000 tested, 0.13% active. inhibition, % at 8.3 µM. FP displacement of FITC-Tn7 peptide from fibrin DD(E); 0% = median of compound wells per plate;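 active = inhibition above the mean of compounds falling within the control limits plus 3 SD of them, cut at about 14% in these data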;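 also: 0% = plate median of compound wells and 100% = 10 µM Aha-Tn7 peptide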
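Assay system: Fibrin-DD(E) protein isolated from polymerized human fibrin clots; read-out basis: percent inhibition; medium: Tris/NaCl/CaCl2 buffer, pH 7.8; signal: FP measurement; incubation: 10 min plus 3 h, room temperature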
TDP2 absorb – TDP2 (human) inhibition, absorbance primary screen; 370,000 tested, 0.34% active; inhibition, % at 12.8 µM; O95551; AID 720702; recombinant TDP2, T5PNP hydrolysis, p-nitrophenol absorbance 415 nm;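 active = inhibition above the mean of all tested compounds plus 3 SD, set per campaign, cut at about 25% in these data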;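 also: 0% = DMSO with enzyme and 100% = buffer with substrate but no TDP2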
Target sequence (O95551 whole entry, looked up): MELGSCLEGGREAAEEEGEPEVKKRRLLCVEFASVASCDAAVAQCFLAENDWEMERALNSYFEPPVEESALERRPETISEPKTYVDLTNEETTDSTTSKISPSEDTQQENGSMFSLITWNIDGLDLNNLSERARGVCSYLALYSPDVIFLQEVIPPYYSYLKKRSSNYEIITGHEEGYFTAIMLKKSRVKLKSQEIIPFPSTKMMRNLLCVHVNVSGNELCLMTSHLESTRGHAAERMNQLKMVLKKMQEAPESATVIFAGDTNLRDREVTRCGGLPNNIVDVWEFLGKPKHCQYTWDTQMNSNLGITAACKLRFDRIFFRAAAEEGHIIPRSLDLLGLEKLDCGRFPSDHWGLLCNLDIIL
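System – recombinant human TDP2 · Quantity – TDP2 enzyme at 120 nM final · Doses – single concentration, 12.8 µM nominal, with 1% DMSO · Incubation – 2 h at 37 °C · Measured by – epi absorbance of p-nitrophenol freed from T5PNP by hydrolysis · Read-out – % inhibition relative to enzyme-containing and enzyme-free wells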
ARFGAP1 inhibitor – inhibitors of rat ARFGAP1; Arfgap1-stimulated ARF1 GTP hydrolysis, GDP FP detection; inhibition, % at 16.5 µM; 360,000 tested, 0.26% active; AID 651572;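 active = inhibition above a per-plate limit, mean inhibition of low control wells plus 3 SD, cut at about 25% in these data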;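 also: 0% = DMSO wells with enzyme and 100% = wells lacking Arfgap1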
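Material: rat Arfgap1 GAP domain (His6, aa 1-136), purified enzyme. Also added: human ARF1(Δ1-17)-GTP substrate. Compound dosing: 16.5 µM single point, 1.26% DMSO. Timing: enzyme reaction 120 min at 25 °C after 20 min preincubation. Signal: GDP detection by fluorescence polarization. Read-out basis: percent inhibition of GAP-stimulated GDP formation, scaled between DMSO and no-Arfgap1 medians.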
DDE Tn6 FP inh – inhibitors of Tn6 peptide binding to human fibrin DD(E); P02675; 370,000 tested, 0.21% active; inhibition, % at 8.3 µM; Fibrin DD(E) TRITC-Tn6 fluorescence polarization displacement;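 active = inhibition above a per-campaign cutoff: mean of compounds within control limits plus 3 SD, cut at about 15% in these data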;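 also: 0% = median of all compound wells on the plate and 100% = blocking peptide control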
ASAP1 inh – inhibitors of human ASAP1 ArfGAP activity; Q9ULH1; ASAP1-stimulated ARF1 GTP hydrolysis, GDP FP detection; inhibition, % at 16.5 µM; 360,000 tested, 0.19% active; AID 624377; in the data active = inhibition above about 25%;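 also: 0% = vehicle with enzyme and substrate and 100% = no enzyme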
ADAM17 inh – inhibitors of human ADAM17. P78536. recombinant ADAM17, EDANS/DABCYL FRET peptide cleavage. inhibition, % at 6.95 µM. 370,000 tested, 0.83% active. AID 720648;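 active = inhibition above the mean of compounds lying between control limits plus 3 SD, set per campaign, cut at about 8.5% in these data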;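 also: 0% = DMSO-only wells as the low control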
Target sequence (P78536 215-824 limits assumed): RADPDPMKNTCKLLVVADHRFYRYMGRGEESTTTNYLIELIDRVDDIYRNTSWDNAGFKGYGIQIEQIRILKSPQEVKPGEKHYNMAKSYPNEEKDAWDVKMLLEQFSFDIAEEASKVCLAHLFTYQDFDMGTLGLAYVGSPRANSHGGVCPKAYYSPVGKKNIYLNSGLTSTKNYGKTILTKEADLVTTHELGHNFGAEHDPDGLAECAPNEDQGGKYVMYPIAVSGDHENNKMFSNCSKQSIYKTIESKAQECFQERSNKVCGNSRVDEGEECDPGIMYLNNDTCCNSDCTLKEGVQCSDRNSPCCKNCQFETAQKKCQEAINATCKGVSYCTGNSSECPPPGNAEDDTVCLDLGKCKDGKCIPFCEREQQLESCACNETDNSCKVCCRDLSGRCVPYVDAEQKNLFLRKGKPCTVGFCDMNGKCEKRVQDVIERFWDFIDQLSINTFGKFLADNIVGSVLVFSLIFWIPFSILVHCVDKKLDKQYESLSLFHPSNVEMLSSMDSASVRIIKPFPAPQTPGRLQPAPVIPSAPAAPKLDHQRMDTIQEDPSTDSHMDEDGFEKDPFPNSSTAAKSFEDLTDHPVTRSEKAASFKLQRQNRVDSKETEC
ADAM10 inh – ADAM10 inhibition, QFRET primary screen; O14672; recombinant ADAM10, EDANS/DABCYL FRET peptide cleavage, 3 h; inhibition, % at 7 µM; 370,000 tested, 0.62% active; AID 720582;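 active = inhibition above a per-campaign cutoff equal to the mean of compounds falling between control-based bounds plus 3 SD, cut at about 20% in these data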;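 also: 0% = DMSO wells while the 100% control is not disclosed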
* = called active by the depositor.

SMILES | LEDGF integ inh | PLCg1 inh | KLK7 zymogen act | Tn7 DDE FP | TDP2 absorb | ARFGAP1 inhibitor | DDE Tn6 FP inh | ASAP1 inh | ADAM17 inh | ADAM10 inh
CCCCC1NC(=S)N(C2CCCCC2)C1=O (centres undefined) | -2 | 3 | 0.0 | -4 | 3 | 17 | 6 | 12 | 2 | 5
Cn1cnnc1Sc1cc(N2CCN(S(=O)(=O)c3ccccc3)CC2)ccc1[N+](=O)[O-] | 1 | 3 | 0.7 | -5 | 1 | 3 | -4 | 21 | 0 | 11
Cn1c(N)c(C(=O)COC(=O)c2cc3ccccc3cc2O)c(=O)n(C)c1=O | 3 | -5 | -0.1 | -8 | 7 | 2 | 0 | 14 | -3 | -4
COc1ccc(C(=O)COC(=O)Cn2cnc3c2c(=O)n(C)c(=O)n3C)c(OC)c1 | 1 | -1 | 0.5 | -1 | 4 | 6 | -4 | 16 | -6 | -6
CN(CCC#N)C(=O)COC(=O)c1c2c(nc3ccccc13)/C(=C\c1ccco1)CC2 | 50* | -48 | -1.7 | -5 | 1 | -24 | 1 | 12 | -15 | -50
C=CCSc1nc2c(c(=O)[nH]c(=O)n2C)n1Cc1ccc(C)cc1 | 1 | 1 | 0.1 | 8 | 2 | -1 | -2 | -10 | -1 | -6
Cc1cc(/C=C(\C#N)C(=O)OCC(=O)N(C)c2c(N)n(Cc3ccccc3)c(=O)[nH]c2=O)c(C)n1CC(C)C | 4 | -34 | -1.3 | -6 | -23 | 6 | -5 | -10 | 5 | -1
CC(Sc1nnc2ccccn12)C(=O)NCc1ccc2c(c1)OCO2 (centres undefined) | -6 | -24 | 1.0 | -5 | -5 | 6 | -5 | 4 | -7 | -38
O=C1NC(=O)/C(=C\c2ccc(OCc3ccccc3)cc2)S1 | 2 | 2 | -6.5 | -2 | 7 | -11 | -1 | 2 | -2 | -4
CC(=O)Oc1cc2c(cc1Cl)C1(CC(c3ccccc3Cl)O2)CC(C)(C)NC(=S)N1 (centres undefined) | -1 | 1 | 0.0 | 2 | -1 | -3 | -4 | -7 | -1 | 1
Cc1cc(C(=O)C(C)OC(=O)c2cnccn2)c(C)n1-c1ccccc1 (centres undefined) | 3 | 3 | 0.5 | -7 | -3 | 0 | 1 | -9 | 0 | -6
CCc1ccc(N(C(=O)CNC(=O)c2cccs2)C(C(=O)NC(C)(C)C)c2cc(OC)c(OC)c(OC)c2)cc1 (centres undefined) | -2 | -1 | -0.3 | 9 | -5 | -3 | -2 | 0 | -5 | 1
CCOc1ccccc1N1CCN(S(=O)(=O)CC)CC1 | 1 | 4 | -0.7 | -2 | -2 | -5 | 8 | -7 | 1 | 5
O=[N+]([O-])c1ccc(Cl)c(S(=O)(=O)Nc2ccc(-c3ccc(N4CCOCC4)nn3)cc2)c1 | -2 | 3 | 0.0 | -3 | 8 | 9 | -4 | -1 | -5 | -14
O=C(O)c1cc(C(=O)C2CCCCC2)c[nH]1 | -2 | 3 | 0.1 | -10 | 2 | -2 | 2 | 5 | -1 | -2
Cc1cc(C)cc(NC(=O)CSc2nnc(CNC(=O)c3cccs3)o2)c1 | 0 | 0 | 0.1 | 9 | 9 | 0 | 6 | 6 | -2 | 8
Cc1ccc(CSCC(=O)N/N=C/c2sccc2C)cc1 | 2 | 2 | 0.2 | 2 | -8 | -4 | 3 | -9 | 0 | 3
O=C(NCNC(=O)c1ccccc1)c1ccccc1 | 4 | 2 | -0.1 | -9 | 3 | 2 | -5 | 0 | -3 | -4
C=CCOc1ccc(C2C(C(=O)c3ccco3)=C(O)C(=O)N2c2nnc(C)s2)cc1 (centres undefined) | 0 | -48 | 3.1 | -2 | -1 | -8 | 5 | 1 | -11 | -16
Oc1cccc(C(=S)N2CCCCC2)c1 | -1 | 2 | 0.5 | 7 | 2 | -18 | -2 | -13 | -2 | 1
COc1ccccc1CNC(=O)CN(c1ccc(C)cc1)S(=O)(=O)c1c(C)nn(C)c1C | -2 | 0 | 0.0 | 0 | 2 | -13 | -1 | -1 | -3 | -2
c1cncc(C2OCC3(CO2)COC(c2cccnc2)OC3)c1 (centres undefined) | -6 | 0 | -0.7 | -5 | -5 | -2 | 3 | 2 | -1 | -2
Cc1noc(C)c1NC(=O)N(C)C[C@H]1Oc2ccc(NC(=O)Nc3ccccc3)cc2C(=O)N([C@H](C)CO)C[C@@H]1C | -3 | -2 | 0.7 | 1 | 4 | 1 | 6 | -6 | -5 | -14
O=C(N/N=C/c1ccco1)/C(=C/c1cccc([N+](=O)[O-])c1)NC(=O)c1ccccc1 | 0 | 0 | -0.2 | -4 | -2 | 0 | 0 | 8 | 0 | -10
O=C(CCNC(=O)c1ccc(Cl)cc1)NNC(=O)c1ccc(F)cc1 | 2 | 3 | -0.2 | -2 | 4 | 23 | -4 | 0 | -2 | -1
New compounds follow
SMILES | LEDGF integ inh | PLCg1 inh | KLK7 zymogen act | Tn7 DDE FP | TDP2 absorb | ARFGAP1 inhibitor | DDE Tn6 FP inh | ASAP1 inh | ADAM17 inh | ADAM10 inh
C#CC(C)(C)NC(=S)NC1CC2C=CC1C2 (centres undefined) | 2 | 3 | -0.4 | -4 | -6 | 2 | -3 | -6 | 0 | 4
CCOC(=O)CN1C(=O)C(O)=C(C(C)=O)C1c1ccc(F)cc1 (centres undefined) | 1 | -2 | 0.7 | 3 | 4 | -5 | -7 | 2 | -7 | -7
COC(=O)C1(CO)NC(c2cccs2)C2C(=O)N(c3ccccc3)C(=O)C21 (centres undefined) | 0 | -7 | 0.0 | 6 | 2 | 4 | 3 | -8 | -4 | -6
CCOC(=O)c1ccc(NC(=O)C(=O)NCC2CCCO2)cc1 (centres undefined) | -5 | 0 | -0.5 | 9 | 0 | -8 | 2 | -8 | -6 | -1
COC(=O)Nc1nc(C)c(C(=O)c2ccccc2)s1 | -2 | 2 | -0.4 | 10 | -10 | 4 | 1 | -8 | -2 | -11
Cc1cccc(C(=O)O/N=C(\N)CS(=O)(=O)c2ccccc2)c1 | 1 | 5 | -0.1 | 5 | -3 | 7 | 1 | -4 | -4 | 3
O=C(Nc1ccccc1-c1ccccc1)C(c1ccccc1)c1ccccc1 | 0 | -1 | -0.1 | -3 | 8 | 0 | 6 | -3 | -2 | -9
C(=N\Nc1nc2ccccc2[nH]1)/c1cccc2nccnc12 | 1 | 2 | 0.0 | -1 | 7 | 9 | -2 | -5 | 0 | 2
Cc1noc(/C=C/c2cccs2)c1S(=O)(=O)N1CCC(C(=O)NCCCN2CCCC(C)C2)CC1 (centres undefined) | 2 | -2 | -0.6 | 3 | 3 | 2 | -1 | 4 | 0 | -3
COc1ccccc1-c1csc(Cc2nnc3n2CCCCC3)n1 | 1 | 0 | 0.0 | 6 | -4 | 4 | -4 | 3 | -4 | 2
Cc1cc(C)c(S(=O)(=O)N(C)CC(=O)N2CCCC2)c(C)c1 | 2 | 3 | 0.8 | 3 | -4 | 10 | 5 | 1 | 1 | 11
CN(Cc1ccccc1)C(=O)CCC1CCN(C(=O)CCC(F)(F)F)CC1 | 0 | -1 | 0.6 | -4 | -6 | 0 | -5 | 2 | -6 | -4
Cc1nnc(Nc2ccc(Cl)cc2)n(N)c1=O | -2 | 1 | -0.1 | 5 | -3 | 0 | -1 | -16 | 2 | -2
Cc1ccc(-n2c(=S)sc3c(=O)n(-c4ccccc4F)c(SCC(=O)O)nc32)cc1C | 2 | 2 | 0.1 | 10 | -8 | 4 | 6 | -4 | -1 | 8
O=C(O)c1ccc(-n2cccn2)nc1 | 1 | 1 | 0.4 | 11 | 2 | -5 | 7 | 1 | -1 | -3
O=C(NCCN1CCOCC1)C1CCC(CNS(=O)(=O)c2ccc(Cl)cc2)CC1 (centres undefined) | -3 | -1 | 0.0 | 8 | 5 | 1 | 5 | -2 | -1 | -2
COC(=O)c1cc(C)sc1NC(=O)c1cccnc1 | 6 | -3 | 0.1 | -3 | -11 | -2 | 0 | -1 | 8 | 7
O=C(CN1C(=O)C2C3C=CC(C4CC34)C2C1=O)OCC(=O)c1ccccc1 (centres undefined) | 1 | 0 | 0.1 | 5 | 6 | -1 | 8 | -6 | 0 | -3
Cc1ccc(C(O)c2ncc(-c3ccccc3Cl)[nH]2)cc1 (centres undefined) | -3 | -1 | -0.2 | 3 | -3 | -6 | 4 | -17 | 0 | -3

Some of these compounds in order of length of the SMILES, highest first.
SMILES | LEDGF integ inh | PLCg1 inh | KLK7 zymogen act | Tn7 DDE FP | TDP2 absorb | ARFGAP1 inhibitor | DDE Tn6 FP inh | ASAP1 inh | ADAM17 inh | ADAM10 inh
Cc1noc(/C=C/c2cccs2)c1S(=O)(=O)N1CCC(C(=O)NCCCN2CCCC(C)C2)CC1 (centres undefined) | 2 | -2 | -0.6 | 3 | 3 | 2 | -1 | 4 | 0 | -3
Cc1ccc(-n2c(=S)sc3c(=O)n(-c4ccccc4F)c(SCC(=O)O)nc32)cc1C | 2 | 2 | 0.1 | 10 | -8 | 4 | 6 | -4 | -1 | 8
O=C(NCCN1CCOCC1)C1CCC(CNS(=O)(=O)c2ccc(Cl)cc2)CC1 (centres undefined) | -3 | -1 | 0.0 | 8 | 5 | 1 | 5 | -2 | -1 | -2
CN(Cc1ccccc1)C(=O)CCC1CCN(C(=O)CCC(F)(F)F)CC1 | 0 | -1 | 0.6 | -4 | -6 | 0 | -5 | 2 | -6 | -4
CCOC(=O)CN1C(=O)C(O)=C(C(C)=O)C1c1ccc(F)cc1 (centres undefined) | 1 | -2 | 0.7 | 3 | 4 | -5 | -7 | 2 | -7 | -7
CCOC(=O)c1ccc(NC(=O)C(=O)NCC2CCCO2)cc1 (centres undefined) | -5 | 0 | -0.5 | 9 | 0 | -8 | 2 | -8 | -6 | -1
COc1ccccc1-c1csc(Cc2nnc3n2CCCCC3)n1 | 1 | 0 | 0.0 | 6 | -4 | 4 | -4 | 3 | -4 | 2
COC(=O)c1cc(C)sc1NC(=O)c1cccnc1 | 6 | -3 | 0.1 | -3 | -11 | -2 | 0 | -1 | 8 | 7
C#CC(C)(C)NC(=S)NC1CC2C=CC1C2 (centres undefined) | 2 | 3 | -0.4 | -4 | -6 | 2 | -3 | -6 | 0 | 4
O=C(O)c1ccc(-n2cccn2)nc1 | 1 | 1 | 0.4 | 11 | 2 | -5 | 7 | 1 | -1 | -3

Screening data (PubChem BioAssay)
